CHRM5 PAM = human M5 muscarinic receptor positive allosteric modulators, primary screen, CHO-K1 cells, Fluo-8 calcium fluorescence. Muscarinic acetylcholine receptor M5 (Homo sapiens), P08912. CHO-K1 hM5, ACh EC20 PAM; 0% = ACh EC20, 100% = ACh EC100. activation, % at 3 µM. actives 0.3% (n = 360,000). AID 624038, 2012;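 active = activation above the run cutoff, the mean activation of all test compounds plus 3 SD, cut at about 18% in these data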
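Measured by: Fluo-8 calcium fluorescence; material: human M5 receptor in CHO-K1 cells; schedule: Post-acetylcholine fluorescence recording 140 s; benchmarks: low control EC20 acetylcholine (0%), high control EC100 acetylcholine (100%); read-out: Max/basal fluorescence ratio as % of EC20–EC100 ACh window; compound: single dose, 3 µM nominal final test concentration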
TAAR1 antagonist = human TAAR1 antagonists, primary screen, Fluo-8 calcium fluorescence, CHO RD-HGA16 cells. actives 1.5% (n = 360,000). AID 624466, 2012. antagonist. inhibition, % at 3 µM;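 active = inhibition above a per-plate cutoff, the mean inhibition of test compounds on that plate plus 3 SD, cut at about 49% in these data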;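 note: 0% = DMSO plus EC80 beta-PEA response and 100% = DMSO alone without agonist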
Target sequence (Q96RJ0 whole entry, looked up): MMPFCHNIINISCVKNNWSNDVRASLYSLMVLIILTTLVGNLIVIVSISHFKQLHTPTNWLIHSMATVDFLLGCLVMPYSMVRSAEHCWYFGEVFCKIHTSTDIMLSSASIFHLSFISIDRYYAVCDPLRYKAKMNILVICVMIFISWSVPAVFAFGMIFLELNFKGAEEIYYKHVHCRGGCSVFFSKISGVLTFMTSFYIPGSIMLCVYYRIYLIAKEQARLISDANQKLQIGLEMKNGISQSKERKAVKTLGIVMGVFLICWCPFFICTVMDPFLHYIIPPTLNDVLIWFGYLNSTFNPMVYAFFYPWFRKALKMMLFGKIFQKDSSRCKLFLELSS
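System: RD-HGA16 CHO cells with stable hTAAR1 and Gα16 | Probe or stimulus: EC80 β-phenethylamine stimulus | Dosing: 3 µM, single point | Times: Dye loading 75 min at 37 °C, then 30 min room temperature | Measured by: Fluo-8 calcium-sensitive fluorescence | Read-out basis: % inhibition of agonist calcium response | Replicates: n of 1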
CRFBP-R2 agonist = agonists of CRF-BP/CRF-R2 complex, primary screen, cell-based, HEK293, calcium dye fluorescence, uHTS; CRF-binding protein / CRF receptor 2 complex (human); calcium dye fluorescence (FLIPR); percent of saturating CRF peptide response; activation, % at 13.2 µM; actives 0.46% (n = 350,000); AID 588473, 2011;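 active = activation of at least 50%, plus an integration ratio under a set limit after plate pattern correction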;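 note: plate controls were neutral control wells without compound for no effect and CRF at EC100 for full effect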
M1 PAM parental = nonselective calcium activators in parental CHO-K1 cells, primary screen, counter-screen for M1 PAM project, cell-based, Fluo-8 calcium fluorescence, full deck, 1536-well; actives 0.02% (n = 360,000); AID 602247, 2012; ATP EC20; 0% at ATP EC20, 100% at ATP max; activation, % at 3 µM;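 active = activation above the run cutoff, the mean activation of all test compounds plus 3 SD, cut at about 40% in these data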;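 note: peak over basal fluorescence ratio in a 140 s read after ATP addition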
CHRM5 antagonist = human M5 muscarinic receptor antagonists, primary screen, CHO cells, Fluo-8 calcium fluorescence | CHO-hM5 cells, ACh EC80 | inhibition, % at 3 µM | actives 0.59% (n = 360,000);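 active = inhibition above a per-plate cutoff, the mean of that plate's test compounds plus 3 SD, cut at about 27% in these data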;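 note: 0% = acetylcholine EC80 with DMSO and 100% = DMSO without agonist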
CRFR2-BP antag = antagonists of CRF-BP/CRF-R2 complex, primary screen, cell-based, HEK293, calcium dye fluorescence, uHTS | AID 588475, 2011 | actives 0.59% (n = 350,000) | inhibition, % at 11.8 µM | CRF-induced calcium fluorescence;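 active = inhibition of the ligand-induced calcium signal above about 50% at the single tested concentration, limit read from the data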
TAAR1 ag = human TAAR1 agonists, primary screen, Fluo-8 calcium fluorescence, CHO RD-HGA16 cells; Trace amine-associated receptor 1 (Homo sapiens), Q96RJ0; vehicle wells 0%, saturating PEA agonist 100%; activation, % at 3 µM; actives 0.99% (n = 360,000); AID 624467, 2012;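 active = activation above the mean activation of all test compounds in the run plus 3 SD, cut at about 38% in these data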
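test system = CHO RD-HGA16 cells carrying human TAAR1 plus Gα16 | schedule = 17-24 h seeding, 75 min 37 °C dye, 30 min RT | compound dosing = 3 µM single concentration | control set = DMSO and PEA EC100 | replicates = n 1 | signal = Fluo-8 fluorescence, 5 s baseline then 140 s kinetic read | measure = percent activation vs PEA EC100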
M5 ag = human M5 muscarinic receptor agonists, primary screen, CHO-K1 cells, Fluo-8 calcium fluorescence; activation, % at 3 µM; CHO-K1 hM5 cells; 0% DMSO wells, 100% maximal acetylcholine response; AID 624037, 2012; actives 0.19% (n = 360,000);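 active = activation above the run's mean over test compounds plus 3 SD, cut at about 23% in these data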;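 note: signal is peak over basal fluorescence ratio across the kinetic read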
M4 PAM = human M4 muscarinic receptor positive allosteric modulators, primary screen, CHO-K1 cells, Fluo-8 calcium fluorescence | Muscarinic acetylcholine receptor M4 (Homo sapiens), P08173 | activation, % at 3 µM | AID 624126, 2012 | actives 0.4% (n = 360,000) | CHO-K1 hM4/Gqi5, ACh EC20; 0% = ACh EC20, 100% = maximal ACh;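 active = activation above its plate's cutoff, the mean activation of sample wells plus 3 SD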; note: some results filed as inactive read as strong as hits
Target sequence (P08173 whole entry, looked up): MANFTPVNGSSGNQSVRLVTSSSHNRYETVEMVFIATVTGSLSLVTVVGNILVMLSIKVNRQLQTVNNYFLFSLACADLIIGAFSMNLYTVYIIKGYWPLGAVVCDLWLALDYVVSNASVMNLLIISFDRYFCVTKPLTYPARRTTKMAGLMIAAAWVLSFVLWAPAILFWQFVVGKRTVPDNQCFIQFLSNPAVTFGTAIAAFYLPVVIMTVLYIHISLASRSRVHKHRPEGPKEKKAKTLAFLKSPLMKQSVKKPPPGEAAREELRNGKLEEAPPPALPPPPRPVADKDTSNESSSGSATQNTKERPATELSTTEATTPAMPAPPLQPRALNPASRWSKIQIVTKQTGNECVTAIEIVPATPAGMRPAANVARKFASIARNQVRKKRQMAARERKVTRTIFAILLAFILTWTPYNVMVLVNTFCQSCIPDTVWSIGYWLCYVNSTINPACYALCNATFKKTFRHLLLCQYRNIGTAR
The depositor's hits bear a star; . = not tested or not shown.

SMILES	CHRM5 PAM	TAAR1 antagonist	CRFBP-R2 agonist	M1 PAM parental	CHRM5 antagonist	CRFR2-BP antag	TAAR1 ag	M5 ag	M4 PAM
Nc1ccc2nc(CCCCc3nc4ccccc4[nH]3)[nH]c2c1	1	11	-1.6	2	-12	1	25	-1	-2
C(=C\c1ccccc1)/CN1CCN(C(c2cc3ccccc3o2)c2nnnn2C2CCCC2)CC1 (stereo not drawn)	-14	2	.	-1	4	.	-1	-1	4
Cc1cccc(NS(=O)(=O)c2cc(C(=O)N3CCc4ccccc4C3)ccc2Cl)c1C	-18	56*	2.5	-4	16	-2	10	0	-14
CC(=O)Nc1ccc(Nc2nnc(-c3ccc(O)cc3)c3ccccc23)cc1	-3	-5	0.4	7	1	6	0	-4	-1
O=c1c2ccccc2nc2c3ccccc3cnn12	5	7	-2.0	4	8	-27	5	-1	3
O=C(NCc1ccccc1)N1CCC(CO)(CCc2ccccc2)CC1	3	0	-0.2	9	12	-1	6	1	0
O=C(NNC(=O)c1cccs1)c1ccc(F)cc1	0	8	0.6	7	9	-6	-1	-2	3
O=C(CCc1ccccc1)Nc1nc2ccc(S(=O)(=O)N3CCOCC3)cc2s1	8	-13	3.3	-6	-1	-31	4	3	19
Cc1noc(C)c1CC(=O)NC1CC(C)(C)Cc2c1cnn2-c1ccccc1 (stereo not drawn)	0	-11	4.4	-7	1	-18	0	-2	12
CCC1=NN=C(c2ccc(F)cc2)C(c2c[nH]c3ccccc23)N1O (stereo not drawn)	3	-9	-1.9	7	-1	1	5	-4	-3
CCN(CC(=O)NCc1cccs1)c1ccc(S(=O)(=O)N2CCN(C)CC2)cn1	-3	-9	4.2	14	12	-10	0	-5	-4
Fc1ccc(N2CCN(C(c3cccs3)c3nnnn3C3CCCC3)CC2)cc1 (stereo not drawn)	-12	-7	-2.8	-8	12	30	5	-4	0
COCCNC(=O)C1CC(c2ccc(F)cc2)=NO1 (stereo not drawn)	-2	1	0.6	-6	4	7	2	2	5
Cc1cccc(OCC(=O)Nc2ccc3oc(=O)ccc3c2)c1C	7	21	0.4	6	-1	6	3	2	-3
O=C(O)CCC(=O)N1N=C(c2c(-c3ccccc3)c3cc(Cl)ccc3[nH]c2=O)CC1c1ccco1 (stereo not drawn)	0	0	1.0	23	-2	4	5	-1	5
O=C(CCn1c(=O)oc2ccccc21)N1CCCCCC1	-2	-6	1.0	19	-1	-12	1	1	7
CS(=O)(=O)N(CC(=O)Nc1ccc(F)cc1F)c1cccc([N+](=O)[O-])c1	2	-2	1.8	-1	-3	8	14	3	1
COc1ccc(-c2ccc(CCC(=O)O)n2-c2ccccc2OC)cc1	-6	8	-0.1	7	5	10	7	1	-2
CC(=O)Nc1ccc(S(=O)(=O)N2CCOCC2)cc1	9	10	0.7	12	-7	-14	13	-2	12
O=C(NCC1CCCO1)c1cccc2c1C(=O)c1ccc(N3CCC(Cc4ccccc4)CC3)cc1S2(=O)=O (stereo not drawn)	-39	.	83*	-3	34*	-16	.	43*	-21

Profiles as entered above. Screens in order: CHRM5 PAM	TAAR1 antagonist	CRFBP-R2 agonist	M1 PAM parental	CHRM5 antagonist	CRFR2-BP antag	TAAR1 ag	M5 ag	M4 PAM
Shown for CCN(CC(=O)NCc1cccs1)c1ccc(S(=O)(=O)N2CCN(C)CC2)cn1 : -3	-9	4.2	14	12	-10	0	-5	-4
Shown for Cc1cccc(NS(=O)(=O)c2cc(C(=O)N3CCc4ccccc4C3)ccc2Cl)c1C : -18	56*	2.5	-4	16	-2	10	0	-14

Other structures:
SMILES	CHRM5 PAM	TAAR1 antagonist	CRFBP-R2 agonist	M1 PAM parental	CHRM5 antagonist	CRFR2-BP antag	TAAR1 ag	M5 ag	M4 PAM
C=CCc1ccc(OCc2ccc(C(=O)Nc3ccc(NC(C)=O)cc3)o2)c(OC)c1	-15	9	-0.2	-5	12	10	3	-5	-8
CCCCn1c(N)c(N(CC(C)C)C(=O)C2CCCO2)c(=O)[nH]c1=O (stereo not drawn)	5	-14	0.0	26	7	3	0	-2	4
O=C(c1cc([N+](=O)[O-])cc([N+](=O)[O-])c1)N1CCCc2ccccc21	4	3	-2.5	11	4	4	1	-8	6
O=C(O)c1cc(N/N=C/c2ccc(-c3ccccc3)cc2)ccc1Cl	3	27	0.3	-5	3	32	2	-2	-2
O=C1CC(c2ccccc2)Cc2nc(NC3CC3)ncc21 (stereo not drawn)	2	-10	-0.1	16	14	-3	1	0	7
CC(Nc1ccc(S(=O)(=O)N2CCN(C)CC2)cc1[N+](=O)[O-])c1ccccc1 (stereo not drawn)	-5	-4	-0.1	-12	0	-17	2	-3	3
O=C(N/N=C/c1ccc(Br)s1)c1ccccn1	2	8	1.3	15	-2	17	3	-3	3
CCOC(=O)C1=C(C)NC(C)=C(C(=O)OCC)C1C(=O)OCC(=O)c1ccc2c(c1)OCCO2	-7	4	-0.7	8	0	11	0	-7	-8
Cc1ccc(/C=C2\CCOC2=O)cc1	5	-6	-0.4	4	-4	6	2	-4	0
CC(C)N(Cc1nc(-c2ccc3c(c2)OCO3)no1)Cc1nccn1C	-1	5	-0.7	15	-5	-2	1	-10	-5
CC1(C)CC(NC(=S)NC(=O)c2cc(Br)ccc2Cl)CC(C)(C)N1	1	7	0.9	-4	18	-9	0	-4	3
COc1cc(C)nc(SCC(N)=O)n1	5	-7	-3.0	17	-7	12	9	-3	1
Cc1cc(Cl)c2oc(C(=O)N(C)CCCCN3CCOCC3)c(C)c2c1	-13	-23	2.3	-8	15	-6	4	-8	-4
COc1ccc(-c2ccc(C#N)c(SCC(=O)Nc3sc4c(c3C#N)CCC4)n2)cc1OC	-1	8	-0.4	18	-2	-10	7	-2	6
O=C(CC1Sc2ccccc2NC1=O)NNc1ccc(F)cc1 (stereo not drawn)	0	2	-2.0	-3	13	-31	0	1	6
O=c1[nH]cnc(O)c1C(c1ccc(Br)cc1)c1c(O)nc[nH]c1=O	1	-1	-0.6	-18	6	3	1	-1	-11
O=C(N/C=C/c1ccco1)OCc1ccccc1	-5	13	-1.5	18	-6	-3	1	-4	10
O=C(NCc1ccccn1)c1cccc(NS(=O)(=O)c2ccccc2)c1	8	6	-0.1	-6	-9	-4	0	0	4
CC(C)c1nnc(NC(=O)CN(C)S(=O)(=O)c2ccc3c(c2)OCCO3)s1	2	4	0.6	-6	0	8	6	3	5
O=C(CSc1nc(-c2ccccc2)c(-c2ccccc2)o1)Nc1nnc(-c2ccccc2)s1	8	2	4.2	25	-4	3	3	-2	9

Some of these compounds in order of their number in M5 ag, highest first:
compound	M5 ag
O=C(CC1Sc2ccccc2NC1=O)NNc1ccc(F)cc1 (stereo not drawn)	1
O=C1CC(c2ccccc2)Cc2nc(NC3CC3)ncc21 (stereo not drawn)	0
COc1ccc(-c2ccc(C#N)c(SCC(=O)Nc3sc4c(c3C#N)CCC4)n2)cc1OC	-2
O=C(N/N=C/c1ccc(Br)s1)c1ccccn1	-3
O=C(N/C=C/c1ccco1)OCc1ccccc1	-4

Following part:
SMILES	CHRM5 PAM	TAAR1 antagonist	CRFBP-R2 agonist	M1 PAM parental	CHRM5 antagonist	CRFR2-BP antag	TAAR1 ag	M5 ag	M4 PAM
COc1ccc(S(=O)(=O)N2CCOC23CCN(S(=O)(=O)c2ccc(F)cc2)CC3)cc1	-1	-9	-1.1	-19	2	4	1	2	-6
O=C1CN(C(=O)CSc2nncn2-c2ccccc2)c2ccccc2N1	10	13	1.2	18	-3	-4	14	5	5
NNc1nc2sc3c(c2c(=O)n1Cc1ccccc1)CCC3	7	-42	1.5	18	3	-3	-1	-7	-2
COc1ccc(-n2nnnc2SCC(=O)NC2CCCC2)cc1OC	-1	-19	-0.9	5	10	17	0	-2	5
CCN(CC(=O)NCc1cccs1)C(=O)COc1ccc(C(C)=O)cc1	8	5	0.8	-14	-4	4	6	1	2
COC(=O)C1=C(C)N=C2SC(C#N)=C(N)N2C1c1ccc(OCc2ccccc2)cc1 (stereo not drawn)	-1	18	2.7	22	2	-4	12	-4	9
Cc1cccnc1N(C(=O)Nc1ccccc1)C1=NCC(C)(C)S1	1	-12	1.4	-6	1	-9	20	-7	0
COc1ccccc1C1CC(=O)n2c(nc(-c3ccccc3)c2-c2ccccc2)S1 (stereo not drawn)	1	0	0.0	0	2	11	2	-1	13
CC1CCCC(NC(=O)c2cc(S(=O)(=O)N3CCCCC3)ccc2Cl)C1C (stereo not drawn)	4	1	-0.5	-15	10	8	-1	0	0
Cc1occc1C(=O)NNC(=O)c1nn(C)c(=O)c2ccccc12	-4	-5	0.8	-3	10	-7	7	2	-5
CC1(C)CC2(CC(c3ccccc3)c3ccc(O)cc3O2)NC(=S)N1 (stereo not drawn)	1	-4	0.7	-7	2	-11	5	0	-8
C=CCn1c(SCc2cc([N+](=O)[O-])cc3c2OCOC3)nc2cc(C(=O)O)ccc2c1=O	5	-23	-0.5	19	2	-5	3	3	8
COc1ccccc1/C=C/C(=O)OCC(=O)NNC(=O)c1ccccc1	-7	-2	-2.5	17	2	19	-1	0	-2
Cc1ccc(NC(=O)[C@@H]2O[C@H](CO)[C@H](O)[C@H](O)[C@H]2O)cc1C(F)(F)F	-2	-16	.	5	-3	.	3	0	5
CN(C)S(=O)(=O)c1ccc(C(=O)Oc2coc(CSc3ncccn3)cc2=O)cc1	2	0	0.7	9	-6	-3	1	1	-4
COc1cc(C2C(C#N)=C(C)NC3=C2C(=O)c2ccccc23)cc(OC)c1OC (stereo not drawn)	-4	-17	-0.7	-9	4	30	1	-1	0
CN1CCCCc2c1nc1ccccc1c2N (tested in a mixture with another compound)	5	-4	19	20	-16	-4	1	-7	15
COC(=O)Cc1cc(OC)c(OC)cc1S(=O)(=O)N(C)C	-8	0	-0.3	21	0	-12	14	-4	9
O=C(CSc1nc2c(c(=O)n1-c1ccc(Br)cc1)SCC2)Nc1nccs1	-2	0	-0.2	4	5	-7	2	-5	-1
O=C(Cn1c(NCCO)nc2ccccc21)c1ccco1	2	-8	-0.9	9	-4	6	16	-1	7
COc1cccc(NC(=O)CC(c2ccc(OC(C)C)cc2)c2ccccc2OC)c1 (stereo not drawn)	-2	12	-0.3	17	-6	17	-1	-2	-6
COc1ccc(C2C(C#N)=C(N)N(c3ncn[nH]3)C3=C2C(=O)CCC3)cc1 (stereo not drawn)	0	10	0.6	24	-22	9	-1	1	5
CCn1c(CCC(=O)O)nc2cc(S(=O)(=O)N(C)C)ccc21	-3	3	5.5	-15	-3	6	3	-4	-4

Compound activity: PubChem BioAssay, several laboratories
